Nrf2 ARE act = activators of Nrf2 (ARE) signaling; AREc32 ARE-luciferase reporter (MCF7-derived line), luminescence, 24 h; 410,000 compounds, 0.31% hits; Potency, µM (titrated, usually from 46.1 µM), without a hit: at the top dose activation, hits mostly activators; also: potency is read from the fitted curve at half-maximal effect; % of control where 0% means no effect; nearly all actives have a fitted effect of over 65% in size
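Quantitative high-throughput format: AREc32 reporter cells, 1000 per well, received compound by pin transfer and were incubated 24 hr at 37 deg C, 5% CO2, before Steady-Glo luminescence detection.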
Akt phos inh = inhibitors of Akt phosphorylation | AID 651550 | activity change, % for hits at 50 µM | 360,000 compounds, 0.32% hits | Neuro2A IGF-stimulated pAkt S473 HTRF, 20 min; hits give low values; in the data active = activity change below about -80%; inconclusive = mostly about -51% to -80%; also: % is scaled to controls: 0 for no effect and ±100 for the full control effect
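Neuro2A cells (4,500/well, DMEM with 0.5% FBS) were treated with compound at a single 50 µM final concentration, stimulated with 6 nM IGF for 20 min at 37 °C, and lysed. Phospho-Akt Ser473 was read by HTRF as 665/615 ratio ×10^4.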
A549 tox = A549 cytotoxicity, counter-screen for Nrf2 inhibitors; A549 ARE-Fluc cells, CellTiter-Fluor viability, 18-24 h; Potency, µM (titrated, usually from 46 µM), for inactives: top-dose activity change, negative = cytotoxicity, usual class: inhibitors; 390,000 compounds, 0.16% hits; AID 504648; also: potency is read from the fitted curve at half-maximal effect; % is scaled to controls: 0 for no effect and ±100 for the full control effect
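Cytotoxicity counterscreen: CellTiter-Fluor fluorescence was measured in A549 ARE_Fluc cells after 18-24 h of compound exposure in a concentration series. The subsequent BugLite luminescent read reports ARE-luciferase activity.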
CCT modulator = changes cytosolic chaperonin activity | activity change, % (test concentration not listed), hits read low | AID 651819 | purified chaperonin ATPase assay, HTRF ADP detection, 30 min | 360,000 compounds, 0.3% hits; in the data active = activity change below about -30%; also: % is scaled to controls: 0 for no effect and ±100 for the full control effect
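Enzyme 40 or 20 nM (batch-dependent) in Tris pH 7.4/KCl/MgCl2/DTT; cpd 76 uM single point; ATP 10 uM; 30 min 37 °C; Transcreener ADP HTRF detection, 30 min RT; ratio 665/615.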
MmCpn inh = blocks the Methanococcus maripaludis chaperonin Mm-Cpn; 330,000 compounds, 0.031% hits; Potency, µM (series often up to 76.9 µM), without a hit: at the top dose activity, negative = inhibition, most hits filed as inhibitors; purified Mm-Cpn ATPase, ADP Transcreener TR-FRET; also: potency is read from the fitted curve at half-maximal effect; % is scaled to controls: 0 for no effect and ±100 for the full control effect; nearly all actives have a fitted effect of over 80% in size
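Purified archaeal chaperonin (25 nM final) was preincubated with compound for 10 min at 37°C, then ATP (10 uM final) was added for 30 min at 37°C in Tris pH 7.4/KCl/MgCl2/DTT buffer. ADP was quantified by HTRF Transcreener TR-FRET.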
EPAC2 ag = activates human EPAC2 exchange factor. Q8WZA2. EPAC2 activation, biochemical qHTS; response scale: 100% = 6.5 mM cAMP response. Potency, µM (titrated, usually from 154 µM), for the others: top-dose activation, most hits filed as activators. 360,000 compounds, 0.079% hits. AID 720711; also: potency is read from the fitted curve at half-maximal effect; nearly all actives have a fitted effect of over 50% in size
Target sequence (Q8WZA2 whole entry, looked up): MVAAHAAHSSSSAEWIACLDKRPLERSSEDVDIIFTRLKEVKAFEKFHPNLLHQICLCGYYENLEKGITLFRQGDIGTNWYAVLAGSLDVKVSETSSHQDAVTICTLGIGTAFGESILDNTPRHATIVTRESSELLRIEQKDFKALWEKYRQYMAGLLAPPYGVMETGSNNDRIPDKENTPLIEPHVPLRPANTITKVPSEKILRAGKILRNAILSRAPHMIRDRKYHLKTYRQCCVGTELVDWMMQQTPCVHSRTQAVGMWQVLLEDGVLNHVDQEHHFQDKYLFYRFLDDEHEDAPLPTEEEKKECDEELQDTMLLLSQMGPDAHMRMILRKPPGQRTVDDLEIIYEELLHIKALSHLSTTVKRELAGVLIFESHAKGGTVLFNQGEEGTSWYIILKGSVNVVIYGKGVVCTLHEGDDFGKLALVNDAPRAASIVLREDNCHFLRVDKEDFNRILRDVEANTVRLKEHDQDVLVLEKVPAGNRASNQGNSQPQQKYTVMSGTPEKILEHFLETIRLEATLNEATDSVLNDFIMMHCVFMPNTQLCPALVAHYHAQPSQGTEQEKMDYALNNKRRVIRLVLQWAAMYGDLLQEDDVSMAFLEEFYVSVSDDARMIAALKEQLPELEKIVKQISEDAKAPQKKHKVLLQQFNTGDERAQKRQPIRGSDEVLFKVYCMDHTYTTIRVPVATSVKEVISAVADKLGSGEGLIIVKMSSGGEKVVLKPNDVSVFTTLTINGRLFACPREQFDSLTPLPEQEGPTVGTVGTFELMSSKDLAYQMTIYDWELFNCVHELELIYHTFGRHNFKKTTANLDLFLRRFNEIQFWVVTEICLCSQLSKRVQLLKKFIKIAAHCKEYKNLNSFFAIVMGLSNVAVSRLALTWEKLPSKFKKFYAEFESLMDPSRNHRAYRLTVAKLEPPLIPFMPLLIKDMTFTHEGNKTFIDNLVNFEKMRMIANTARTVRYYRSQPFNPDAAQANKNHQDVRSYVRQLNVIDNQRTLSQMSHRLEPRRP
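Exchange assay: 100 nM EPAC2 with 250 nM Rap1B-BODIPY-GDP and 50 uM GDP. Fluorescence (ex 480/em 540 nm) read every 5 min for 30 min at room temperature. Data normalized to 6.5 mM cAMP as agonist control.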
Nrf2 block = blocks Nrf2 signaling. A549 ARE-Fluc reporter, luciferase luminescence, 18-24 h. Potency, µM (top dose mostly 46 µM), inactives show at the top dose activity change, negative = inhibition, usual class: inhibitors. 360,000 compounds, 2.1% hits. AID 504444; also: potency is read from the fitted curve at half-maximal effect; % is scaled to controls: 0 for no effect and ±100 for the full control effect; nearly all actives have a fitted effect of over 60% in size
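Cells were seeded and rested 2 h, then exposed to compounds for 18-24 h. CellTiter-Fluor was read first as a viability measure. BugLite was added 15 min before the final luminescent read of ARE-luciferase activity in A549 cells.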
EPAC2 antagonist = EPAC2 (human) antagonism. Q8WZA2. Potency, µM (highest dose often 114 µM), inactives show at the highest dose activity, negative = inhibition, actives largely listed as inhibitors. EPAC2 GEF exchange of Rap1B-BODIPY-GDP, fluorescence. 360,000 compounds, 0.18% hits; also: potency is read from the fitted curve at half-maximal effect; % is scaled to controls: 0 for no effect and ±100 for the full control effect; nearly all actives have a fitted effect of over 45% in size; many of its hits are not listed in these tables
TGFb inhibitor = inhibitors of TGF-b signaling; HepG2 CAGA-GFP TGF-b/SMAD3 reporter, GFP fluorescence, 18 h; TGF-beta stimulated, 500 pg/mL final; Potency, µM (titrated, usually from 46.1 µM), inactives show at the highest dose activity, negative = inhibition, actives largely listed as inhibitors; 410,000 compounds, 1.2% hits; also: potency is read from the fitted curve at half-maximal effect; % is scaled to controls: 0 for no effect and ±100 for the full control effect; nearly all actives have a fitted effect of over 65% in size
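First, reporter cells (HEPG2 CAGA-GFP) rested 2 h at 37 degrees C. Next, compounds were pinned in and TGF-beta added to 500 pg/mL final. After 18 h, GFP was imaged per cell and summed per well.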
* marks the source's active call; other numbers are inactive results; i = inactive; ? = inconclusive; . = not tested or not shown; [ ] = dose if it differs, or a comment. Unless noted, calls follow the shape of the dose curve; as a rule, active = well fitted curve in the direction sought with a large enough effect; inconclusive = small, poorly fitted or top-dose-only effect, or another doubt; inactive = no such curve, though single readings can be large; an effect the other way counts as inactive or inconclusive.

SMILES	Nrf2 ARE act	Akt phos inh	A549 tox	CCT modulator	MmCpn inh	EPAC2 ag	Nrf2 block	EPAC2 antagonist	TGFb inhibitor
Cc1ccc(C)c(-n2c(Cc3cc(=O)[nH]c(=O)[nH]3)nnc2SCC(=O)NCC2CCCO2)c1 (centres undefined)	-0.4%	i	-17%	-3.2	2%	-1%	2%	9%	-1%
CCN(c1cccc(C)c1)S(=O)(=O)c1ccc(-c2ccc(=O)[nH]n2)o1	-0.4%	i	0%	1.0	2%	6%	-26%	0%	-2%
O=C(/C=C/c1ccc(O)cc1)c1ccc(NC2=C(N3CCCCC3)C(=O)c3ccccc3C2=O)cc1	6.4%	i	?	-1.1	-3%	-1%	15µM*	-4%	6.3µM*
CCCS(=O)(=O)NCCc1cc2ccc(C)cc2[nH]c1=O	-0.5%	i	0%	-3.1	-4%	13%	15%	-1%	-5%
Cc1ccc(C)c(NS(=O)(=O)c2c(C)nc3sccn3c2=O)c1	-1.1%	i	2%	-2.1	0%	18%	-5%	0%	?
CSCC[C@H](NC(=O)C1CCN(S(=O)(=O)c2ccc(C)cc2)CC1)C(=O)NCc1ccco1	4.1%	i	0%	0.0	-1%	8%	17%	-5%	-19%
CC(/C=C/C=C/c1ccccc1)=N/NC(=O)CNc1ccc(C)cc1	1.6%	i	-3%	-1.4	2%	-17%	10%	-12%	-7%
CC(/C=N\NC(=O)c1cccnc1)c1ccccc1 (centres undefined)	0.3%	i	-1%	0.3	.	10%	3%	3%	18%
S=C(Nc1ccc2c(c1)OCO2)NC1CCN(Cc2ccccc2)CC1	-0.6%	i	2%	-3.6	1%	-10%	17%	0%	-7%
CCOC(=O)CCCn1c(C)nc(=O)c(-c2ccccc2)c1C	0.0%	i	0%	0.6	-4%	-2%	.	-1%	6%
Cc1n[nH]c(C)c1CCOc1ccc(C(C)C)cc1	3.5%	i	-14%	-1.5	.	-3%	?	-21%	-21%
CCCCSc1nsc(NC(C)=O)n1	-0.4%	.	-9%	1.3	1%	4%	?	2%	0%
CC1CN(C(=O)c2ccccc2Oc2ccccc2)CC(C)O1 (centres undefined)	-0.2%	i	-6%	-3.4	-7%	7%	-1%	2%	-5%
COc1cc(OC)cc(C(=O)NNC(=O)CCCOc2ccccc2)c1	-0.1%	i	2%	-1.2	2%	2%	9%	4%	1%
CC(=O)NS(=O)(=O)c1ccc(N=NN2CCOCC2)cc1	0.1%	i	-3%	-0.2	1%	15%	17%	14%	-9%
CCC(C)c1ccccc1NC(=O)COC(=O)c1ccc2[nH]c3c(c2c1)CCCC3 (centres undefined)	1.7%[9.22 µM]	i	?	-2.5	0%	16%	21µM*	-3%	?
CC(=O)c1c(C(C)=O)c(C)n(NC(=O)c2ccc(Cl)cc2)c1C	-0.4%	i	.	0.9	3%	3%	8%	6%	0%
CC1CCCC(=C\c2ccccc2)/C1=N/O (centres undefined)	-0.8%	i	19%	-0.1	0%	4%	-5%	-4%	-28%
Nc1ccc2ccccc2c1C(=O)c1ccccc1	2.1%	i	1%	-1.5	.	10%	-6%	?	8%
O=C(Nc1ccc(F)cc1)c1ccc(S(=O)(=O)NCc2cccnc2)cc1	-0.3%	i	-18%	-0.5	1%	-3%	18µM*	9%	-12%
CCOC(=O)c1nn(-c2cccc(Cl)c2)c(C)c1C(C)=O	-0.3%	i	0%	-1.6	-1%	6%	9%	1%	-11%
COC(=O)COc1ccc(S(=O)(=O)N2CCCCCC2)cc1C	-2.9%	i	-8%	-0.7	-8%	9%	4%	-5%	10%
N#C/C(C(=O)N1CCCCC1)=C1/N=C(N)c2ccccc21	1.9%	i	-11%	-0.5	0%	-4%	20%	2%	8%
COc1ccccc1-c1ccccc1C1=CC(=O)CC(C)(C)C1=O	0.4%	i	.	0.3	.	-3%	.	2%	23%
COc1ccc(CC(=O)Nc2ccc(S(=O)(=O)Nc3onc(C)c3C)cc2)cc1OC	-1.0%	i	-3%	-1.0	-11%	1%	6%	-17%	20%
NN(Cc1ccccc1)C(=S)Nc1ccc(Cl)c(Cl)c1	-0.8%	i	4%	0.5	-4%	17%	-6%	1%	-25%
CCOC(=O)c1cnn(CCOC(=O)C(C)(C)C)c1NC(=O)C(C)(C)C	0.1%	.	-4%	1.0	0%	-7%	.	5%	10%
O=C(Nc1cc(C(=O)N2CCCC2)ccc1N1CCCC1)C1CC1	0.4%	i	-6%	-2.6	-1%	-3%	2%	4%	-4%
COCCCNC(=O)Cn1c(=O)n(CCCCCC(=O)Nc2ccccc2)c(=O)c2sccc21	-0.2%	i	-1%	2.3	-23%	-2%	13%	-2%	-8%
CCCCCCC(=O)N(O)C1CC(=O)N(c2ccc(C)cc2)C1=O (centres undefined)	?	.	2%	-3.8	1%	4%	18%	-19%	13%
Cc1cc(N2CCN(C(=O)c3ccco3)CC2)n2nc(-c3cccc(Cl)c3)cc2n1	-0.4%	.	?	-0.6	-2%	1%	.	-2%	?
CC(C)NC(=O)CC(c1ccccc1)c1cc(Br)ccc1O (centres undefined)	2.0%	i	16%	1.1	2%	11%	5%	-1%	-7%
CC(C)CCCCCCCCCCCCC(=O)NCC(=O)NC1C(C)OC(Nc2ncnc3nc[nH]c23)C(O)C1O (centres undefined)	-2.2%	i	?	-1.2	.	3%	0.037µM*	13%	0.35µM*
CC1=CC2=NC(=O)/C(=C\c3ccc(OC(=O)c4ccco4)cc3)C(=N)N2O1	-1.8%	i	1%	-1.0	-5%	4%	0%	7%	9%
COc1ccccc1NC(=O)C(=O)NCC1COc2ccccc2O1 (centres undefined)	2.7%	i	-5%	1.4	0%	9%	1%	-5%	-27%
Cc1cc(C)cc(Nc2nc3cc(Cl)c(Cl)cc3nc2-n2nc(C)cc2C)c1	-0.2%	.	1%	.	.	.	6%	.	17%
CC1CCN(C(=O)COC(=O)[C@H](C)NS(=O)(=O)/C=C/c2ccccc2)CC1	2.4%	i	5%	0.0	1%	6%	.	-1%	12%
Cc1ccc(C(C)(C)C)cc1S(=O)(=O)NC(=O)c1ccccc1	-0.2%	i	-3%	-1.7	-2%	4%	-16%	-1%	-1%
Cc1c(C(=O)N2CC(C)OC(C)C2)sc2nc(-c3ccc(F)cc3)cn12 (centres undefined)	0.3%	i	9%	1.0	-1%	10%	22%	-4%	8%
CSCC[C@H](NC(=O)C1CCCC1)c1nc2ccccc2[nH]1	2.4%	i	8%	-7.0	3%	5%	8%	-13%	-2%
O=C1CC[C@@H](C(=O)N2CSC[C@@H]2C(=O)Nc2cccc(C(F)(F)F)c2)N1	-0.1%	i	.	-1.8	.	3%	.	17%	5%
COc1cccc(C(=O)Nc2nnc(-c3ccccc3)s2)c1OC	4.4%	i	6%	-0.6	-7%	-2%	?	1%	7%
COc1ccc(Br)cc1CNC(=O)C1CCCN(S(C)(=O)=O)C1 (centres undefined)	-0.4%	i	18%	-0.4	-7%	0%	1%	3%	-1%
CN(C)S(=O)(=O)c1ccc(/C(O)=C2/C(=O)C(=O)N(CCCN3CCOCC3)C2c2ccncc2)cc1 (centres undefined)	-0.1%	i	6%	-6.1	.	-3%	8%	6%	-10%
CCN(CC)c1ccc2cc(-c3nc(-c4cc(OC)c(OC)c(OC)c4)no3)c(=O)oc2c1	0.6%	.	19%	.	.	.	1%	.	10%
O=C(NCc1ccccc1Cl)c1cccc(C(F)(F)F)c1	-1.3%	i	0%	-2.8	-7%	13%	-16%	-5%	8%
Cc1ccc(-c2noc(CNS(=O)(=O)c3ccccc3)n2)cc1	-0.2%	i	10%	-0.3	-4%	2%	2%	-3%	-13%
CCOC(=O)N1CCN(C(=O)c2cc(C)c3c(C)nn(-c4ccccc4)c3n2)CC1	-0.8%	i	0%[1.84 µM]	-1.4	0%	-31%[inhibitor]	-8%	13%	-5%
O=C1CC(N2CCOCC2)C(=O)N1Cc1ccc(N2CCCC2=O)cc1 (centres undefined)	-0.8%	i	-2%	-0.4	0%	0%	13%	4%	5%
CCN(CC(=O)Nc1cc(Cl)ccc1-n1cncn1)Cc1nc2ccccc2c(=O)[nH]1	-0.5%	i	-8%	1.5	-3%	0%	-36%	-3%	-11%
O=C1c2cccc3cccc(c23)C(=O)N1Cc1cccnc1	0.7%	i	0%	1.8	2%	4%	6%	1%	-18%
CCN(CC)S(=O)(=O)c1cccc(NC(=O)c2cc(=O)[nH]c3ccccc23)c1	-0.4%	i	4%	-1.3	0%	19%	-4%	-7%	-5%
Cc1cccc(OCC(=O)Nc2ccc(Cl)c(-c3nc4ncccc4o3)c2)c1C	-0.4%	.	-11%	.	.	.	?	.	-4%
COc1ccccc1NC(=O)c1cc2cc(Br)ccc2oc1=N	29%	i	-10%	-2.0	0%	11%	-1%	0%	-3%
CC1=CC(C)(C)Nc2ccc(OC(=O)CN3C(=O)C4CCCCC4C3=O)cc21 (centres undefined)	-1.4%	i	0%	-6.7	-1%	-4%	?	8%	0%
CCCCc1ccc(NC(=O)N[C@@H](CC(C)C)C(=O)O)cc1	-0.1%	i	1%	0.4	1%	-2%	-11%	0%	-3%
CCN(CC)c1ccc(/C=C2\SC(=O)N(C(C)C)C2=O)o1	?	i	?	-0.5	2%	21%	-1%	24%	49%[activator]
COc1cc(CN2C[C@@H](CO)O[C@@H](n3cnc4c(NC5CCCC5)ncnc43)C2)cc(OC)c1OC	-0.1%[9.22 µM]	i	.	1.0	.	-2%	.	19%	1%

Bioassay records (PubChem BioAssay)

This is a subset; rates above refer to the full screens.
